Screening results as filed in PubChem BioAssay.
RECQ1 inh: qHTS Assay for Inhibitors of RecQ-Like Dna Helicase 1 (RECQ1); RECQ1 DNA unwinding, red fluorescence kinetic read; hit rate 0.54% among 240,000; Potency, µM (series often up to 57.3 µM), inactives show at the highest dose activity, negative = inhibition, actives largely listed as inhibitors; AID 2549, 2010; ATP-dependent DNA helicase Q1 (Homo sapiens), P46063;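 note: plate controls were vehicle for no effect and no enzyme for full effect; nearly all actives have a fitted effect of over 30% in size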
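RECQ1T1 50 nM; forked duplex (20 bp + 30-nt ss tails) 200 nM, ATP 2 mM final; pH 8.0, 2 mM MgCl2, 2.5 ug/ml poly(dI-dC); 15 min compound preincubation; discontinuous kinetic read over 2 h at RT.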
HTT ATP protect: qHTS Multiplex Assay to Identify Dual Action Probes in a Cell Model of Huntington: Cytoprotection (ATP); PC12 HTT-Q103 induced, cytoprotection, ATP luminescence, 40 h; hit rate 0.14% among 230,000; AID 1471, 2008; Potency, µM (highest dose often 56.4 µM), inactives show cytoprotection (ATP increase), most hits filed as activators;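 note: % of control where 0% means no effect; nearly all actives have a fitted effect of over 45% in size; toxic huntingtin expression switched on by the ecdysone agonist tebufenozide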
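ATP quantification (ATPlite) reports survival of PC12 cells in which tebufenozide, 100 nM final, switches on Htt exon 1 with 103 glutamines linked to GFP; compounds are titrated.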
TexasRed fluor: Total Fluorescence Counterscreen for Inhibitors of the Interaction of Thyroid Hormone Receptor and Steroid Receptor Coregulator 2. TRb/SRC2 Texas Red total fluorescence interference. Potency, µM (doses to about 106 µM), for inactives: top-dose fluorescence change, negative = quenching. hit rate 0.29% among 280,000. AID 1479, 2009; active = well fitted curve in either direction with a large enough effect; inconclusive = small, poorly fitted or top-dose-only effect; note: % is set by controls: 0 for no effect and ±100 for the full control effect
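Human TRb ligand-binding domain at 0.6 uM with 20 nM Texas Red SRC2 peptide in Tris buffer containing 1 uM T3 and 5% DMSO, incubated with compound 5 h at ambient temperature. Total fluorescence (555/632 nm) calculated as parallel + 2 × perpendicular.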
TRb SRC2 PPI: qHTS for Inhibitors of the Interaction of Thyroid Hormone Receptor and Steroid Receptor Coregulator 2; TRbeta-SRC2 peptide binding, fluorescence polarization; receptor liganded with 1 µM T3; hit rate 0.065% among 280,000; Potency, µM (highest dose often 106 µM), for inactives: at the highest dose activity change, negative = inhibition, hits mostly inhibitors; AID 1469, 2008;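 note: plate controls were bound peptide for no effect and peptide without receptor for full effect; nearly all actives have a fitted effect of over 50% in size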
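Binding of a 20-amino-acid Texas Red SRC2 peptide (20 nM) to TRb ligand-binding domain (0.6 uM) with agonist T3 at 1 uM was followed by fluorescence polarization after a 5 hr room-temperature incubation.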
L3MBTL1 block: qHTS Assay for the Inhibitors of L3MBTL1; Lethal(3)malignant brain tumor-like protein 1 (Homo sapiens), Q9Y468; AlphaScreen L3MBTL1–H3K9me1 peptide binding; Potency, µM (top dose mostly 57.1 µM), for inactives: at the top dose activity, negative = inhibition, hits mostly inhibitors; hit rate 0.66% among 230,000; AID 485360, 2010; note: % is set by controls: 0 for no effect and ±100 for the full control effect; nearly all actives have a fitted effect of over 60% in size
Target sequence (Q9Y468 whole entry, looked up): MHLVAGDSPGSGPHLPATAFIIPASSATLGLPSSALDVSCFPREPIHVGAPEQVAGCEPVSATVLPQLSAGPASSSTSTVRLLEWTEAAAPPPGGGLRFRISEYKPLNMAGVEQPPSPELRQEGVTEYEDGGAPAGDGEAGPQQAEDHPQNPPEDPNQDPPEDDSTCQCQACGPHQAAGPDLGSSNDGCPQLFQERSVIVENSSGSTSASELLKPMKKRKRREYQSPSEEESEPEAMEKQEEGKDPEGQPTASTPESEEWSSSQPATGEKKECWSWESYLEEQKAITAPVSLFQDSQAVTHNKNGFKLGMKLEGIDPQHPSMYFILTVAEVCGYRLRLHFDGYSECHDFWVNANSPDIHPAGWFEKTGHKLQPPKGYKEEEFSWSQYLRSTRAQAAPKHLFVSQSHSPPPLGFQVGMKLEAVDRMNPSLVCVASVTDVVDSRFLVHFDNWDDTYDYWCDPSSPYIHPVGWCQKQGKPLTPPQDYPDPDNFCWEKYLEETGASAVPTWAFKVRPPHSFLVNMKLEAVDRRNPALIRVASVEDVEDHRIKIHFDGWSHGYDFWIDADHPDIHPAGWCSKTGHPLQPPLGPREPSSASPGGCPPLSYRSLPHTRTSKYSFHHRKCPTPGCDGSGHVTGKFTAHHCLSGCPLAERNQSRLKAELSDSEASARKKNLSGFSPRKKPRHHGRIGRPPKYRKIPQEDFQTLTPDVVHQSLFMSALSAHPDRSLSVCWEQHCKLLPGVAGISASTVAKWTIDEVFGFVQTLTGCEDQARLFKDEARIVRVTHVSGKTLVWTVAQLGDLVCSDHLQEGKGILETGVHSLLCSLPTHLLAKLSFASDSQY
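AlphaScreen proximity signal between nickel-chelate acceptor and streptavidin donor beads (final 10 ug/mL) reports binding of 50 nM L3MBTL1 to 75 nM biotin-H3 K9me1 peptide; complex incubated with compounds 30 min at room temperature; cefsulodin titration as control.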
Tau fibril FP: qHTS for Inhibitors of Tau Fibril Formation, Fluorescence Polarization; Microtubule-associated protein tau (Homo sapiens), P10636; K18 P301L tau heparin fibrillization, Alexa594 FP, 6 h; Potency, µM (doses to about 57.7 µM), inactives show at the highest dose activity, negative = inhibition, hits mostly inhibitors; hit rate 0.39% among 280,000; AID 1468, 2008; note: % is set by controls: 0 for no effect and ±100 for the full control effect; nearly all actives have a fitted effect of over 55% in size
Target sequence (P10636 561-689 P618L limits assumed): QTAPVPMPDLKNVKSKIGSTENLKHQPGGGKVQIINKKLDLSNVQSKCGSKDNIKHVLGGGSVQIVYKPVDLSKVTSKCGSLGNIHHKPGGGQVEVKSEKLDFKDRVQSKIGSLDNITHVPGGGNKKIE
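Quantitative HTS format: compounds meet 15 uM recombinant K18 P301L tau and Alexa 594-tau tracer in 100 mM sodium acetate pH 7; 20 uM heparin triggers fibrillization at 37 C over 6 hr; FP gives the signal.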
Tau ThT inhib: qHTS for Inhibitors of Tau Fibril Formation, Thioflavin T Binding | Microtubule-associated protein tau (Homo sapiens), P10636 | recombinant tau K18 P301L, heparin-induced fibrillization, ThT fluorescence | Potency, µM (top dose mostly 57.4 µM), for inactives: at the top dose activity, negative = inhibition, actives largely listed as inhibitors | hit rate 2.1% among 270,000 | AID 1460, 2008; note: % is set by controls: 0 for no effect and ±100 for the full control effect; nearly all actives have a fitted effect of over 55% in size
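K18 P301L tau (15 uM + 0.24 uM Alexa 594-tagged), heparin 20 uM, NaOAc pH 7, 6 h 37 C; ThT 30 uM, 1 h RT, ex 450/em 510 nm.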
Tau fluor cs: Counterscreen qHTS for Inhibitors of Tau Fibril Formation, Fluorescence Polarization | hit rate 0.93% among 280,000 | AID 1463, 2008 | tau K18 P301L Alexa594 fluorescence, heparin fibrillization | Potency, µM (doses to about 57.7 µM), without a hit: at the top dose activity change, negative = decrease; note: % is set by controls: 0 for no effect and ±100 for the full control effect; nearly all actives have a fitted effect of over 55% in size
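Human tau K18 P301L (15 uM unlabeled, 0.24 uM Alexa 594-labeled) in 100 mM sodium acetate pH 7 with 20 uM heparin, 6 hr at 37 C. ThT 30 uM added, 1 hr ambient; Alexa 594 FP and total fluorescence read at 555/632 nm.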
Numbers without * were called inactive; i = inactive; ? = inconclusive; / = no result given; & = joins results of further samples; [ ] = dose if it differs, or a comment. Unless noted, calls come from the whole dose curve; as a rule, active = well fitted curve in the direction sought with a large enough effect; inconclusive = small, poorly fitted or top-dose-only effect, or another doubt; inactive = no such curve, though single readings can be large; an effect the other way counts as inactive or inconclusive. Potency is the fitted concentration of half-maximal effect. Some of the compounds tested; count on the stated rates, not on these rows.

Screens in order: RECQ1 inh, HTT ATP protect, TexasRed fluor, TRb SRC2 PPI, L3MBTL1 block, Tau fibril FP, Tau ThT inhib, Tau fluor cs
- Cc1ccc(NC(=O)CNS(=O)(=O)c2ccc(F)cc2)cc1C
→ i, -19%[10 µM], -3%, -5%, 9%, -8%, -10%, -18%
- Cc1c(Cl)cccc1NC(=O)C(=O)NCC(c1cccnc1)N1CCN(c2ccccc2)CC1 (configuration not stated)
→ /, /, ?, 2%, /, -7%, 11%, -2%
- COc1cc(NC(=O)N2CCNC2=O)cc(C(=O)Nc2cccc(C(F)(F)F)c2)c1
→ -8%, -57%[inhibitor][10 µM], -1%, 0%, /, -8%, 4%, -15%
- COc1cccc(C2/C(=C(/O)c3cnn(-c4ccccc4)c3C)C(=O)C(=O)N2CCN(C)C)c1OC (configuration not stated)
→ -14%, -54%[inhibitor], 0%, -4%, -11%, 20%, ?, ?
- C=C1CCN(C(CC(C)C)C(=O)OC)S(=O)(=O)c2ccccc21 (configuration not stated)
→ i, 11%[10 µM], -2%&0%, -3%&9%, /, -1%, -4%, -9%
- COc1ccc(OCC(=O)Nc2ccc(-c3nc4cc(C)cc(C)c4o3)cc2)cc1
→ /, /, ?, -5%, /, -2%, ?, -10%
- CNC(=O)c1c(Cl)cnn1-c1ccccc1
→ 0%, -4%, -1%, -4%, 6%, 1%, -8%, 0%
- CCOc1nc(C)cc(COC)c1C(N)=O
→ -15%, -11%, -1%, -14%, /, -13%, -2%, -6%
- CN(C)CCCN(C(=O)c1ccc(Br)s1)c1nc2cc3c(cc2s1)OCO3
→ -1%, -46%[inhibitor][10 µM], 0%, 1%, /, 3%, -6%, -2%
- COc1ccc(-c2cnnn2-c2ccc(NC(=O)c3ccc(S(=O)(=O)N4CCCCC4)cc3)cc2)cc1OC
→ -1%, -7%[10 µM], 2%[53 µM], 2%[53 µM], -2%, 4%, 10%, 4%
- O=C(NNc1cc(Cl)cc(Cl)c1)c1cccs1
→ -10%, 6%[10 µM], -1%, -3%, -10%, -5%, -15%, -26%
- Cc1ccc(CSCC(=O)NCc2ccc(F)cc2)cc1
→ -6%, -40%[inhibitor], -2%&-2%, 1%&-2%, /, 6%&2%, -8%&0%, -4%&-8%
- C=CCn1c(=O)c(C(=O)Nc2ccccc2S(N)(=O)=O)c(O)c2ccccc21
→ i, -17%[10 µM], -3%, 1%, 5%, -3%, -16%, -24%
- COc1ccc(N(CC(=O)NC2CCCC2)C(=O)Cn2nnc(-c3ccc(F)cc3)n2)cc1OC
→ i, 14%[10 µM], -1%, 6%, -1%, -2%, 0%, -4%
- Cn1cc(S(=O)(=O)c2ccc(Cl)cc2)c(=O)c2cc(F)c(N3CCOCC3)cc21
→ /, /, -8%, -1%, /, -9%, 2%, -7%
- O=C(c1ccccc1NS(=O)(=O)c1ccc(Br)s1)N1CCCC1
→ -1%, 18%, -2%, -1%, -22%[11.4 µM], 4%, -6%, -5%
- CCc1cccc(NC(=O)c2ccc3c(c2)N(Cc2cccc(Cl)c2)C(=O)c2ccccc2S3=O)c1 (configuration not stated)
→ /, /, -1%, -1%, /, ?, -10%, -29%
- CCN(CC)c1cc(Cl)nc(N)n1
→ i, 19%[10 µM], 0%, 1%, 11%, 9%, -6%, 0%
- Cc1cc(NC(=O)CSc2nnc(-c3ccco3)n2Cc2ccco2)no1
→ -2%, 0%[10 µM], 0%, 3%, -5%, -1%, -10%, -3%
- COc1ccc(OC)c(Cc2nnc(CCC(=O)NC(C3CC3)C3CC3)o2)c1
→ -3%, -11%[10 µM], 0%, -4%, 6%, 7%, -6%, 1%

Arranged by length of the SMILES (high to low): part of the list above.
Screens in order: RECQ1 inh, HTT ATP protect, TexasRed fluor, TRb SRC2 PPI, L3MBTL1 block, Tau fibril FP, Tau ThT inhib, Tau fluor cs
- COc1ccc(N(CC(=O)NC2CCCC2)C(=O)Cn2nnc(-c3ccc(F)cc3)n2)cc1OC
→ i, 14%[10 µM], -1%, 6%, -1%, -2%, 0%, -4%
- Cn1cc(S(=O)(=O)c2ccc(Cl)cc2)c(=O)c2cc(F)c(N3CCOCC3)cc21
→ /, /, -8%, -1%, /, -9%, 2%, -7%
- COc1cc(NC(=O)N2CCNC2=O)cc(C(=O)Nc2cccc(C(F)(F)F)c2)c1
→ -8%, -57%[inhibitor][10 µM], -1%, 0%, /, -8%, 4%, -15%
- COc1ccc(OCC(=O)Nc2ccc(-c3nc4cc(C)cc(C)c4o3)cc2)cc1
→ /, /, ?, -5%, /, -2%, ?, -10%
- Cc1ccc(NC(=O)CNS(=O)(=O)c2ccc(F)cc2)cc1C
→ i, -19%[10 µM], -3%, -5%, 9%, -8%, -10%, -18%
- CCOc1nc(C)cc(COC)c1C(N)=O
→ -15%, -11%, -1%, -14%, /, -13%, -2%, -6%
- CCN(CC)c1cc(Cl)nc(N)n1
→ i, 19%[10 µM], 0%, 1%, 11%, 9%, -6%, 0%

Remaining list, next part:
Screens in order: RECQ1 inh, HTT ATP protect, TexasRed fluor, TRb SRC2 PPI, L3MBTL1 block, Tau fibril FP, Tau ThT inhib, Tau fluor cs
- CCCCCn1c(=O)[nH]c2cc(C(=O)NCCCN(CC)CC)ccc2c1=O
→ -16%, -43%[inhibitor], -1%, -4%, -9%, -13%, -8%, -8%
- O=Cc1cn(CC(=O)NCC2CCCO2)c2ccccc12 (configuration not stated)
→ -4%, 18%[10 µM], -1%, -2%, 4%, -12%, 3%, 0%
- O=C(O)c1ccc(NS(=O)(=O)c2ccc3c(c2)OCCO3)cc1
→ -13%, -10%, 1%, -12%, /, -10%, 0%, -4%
- CCCNc1ncnc2sc(C)c(C)c12
→ 1%, 4%[10 µM], -2%, 0%, 16%[11.4 µM], 1%, -8%, -5%
- CCCCC(C)n1[nH]c(=O)c2c(C)cc(C)nc21 (configuration not stated)
→ -3%, 33%[10 µM], 2%, 4%, 0%, -1%, -13%, -12%
- Cc1cc(-c2ccc(S(=O)(=O)Nc3cc(Cl)ccc3C)s2)on1
→ /, /, 0%, 8%, /, ?, -3%, -29%
- Cc1[nH]c2ccccc2c1C(=O)CSC(=S)N1CCOCC1
→ -14%, -17%[10 µM], -1%, 4%, /, -7%, /, -13%
- COC(=O)[C@@]1(Cc2ccc(OC)cc2)[C@H]2c3cc(C(=O)N4CCCC4)n(Cc4ccc(S(C)(=O)=O)cc4)c3C[C@H]2CN1C(=O)c1ccccc1
→ 0%, -37%[inhibitor], 0%, 7%, /, 7%, ?, -10%
- O=C(c1ccccc1Cl)N(Cc1ccc(Cl)c(Cl)c1)N1C(=O)CCCC1=O
→ i, 8%[10 µM], 2%, -6%, -8%, -1%, -5%, -10%
- CCCCOc1cccc(C(=O)Nc2cc(NC(=O)c3ccco3)ccc2OC)c1
→ /, /, -4%, 0%, /, 6%, ?, ?
- CC(C)CN(c1ccccc1)S(=O)(=O)c1nnc(NC(=O)C2CCCCC2)s1
→ /, /, 4.5µM*[quencher], -17%, /, 0%, ?, -11%
- COc1ccccc1C(=O)Nc1ccccc1SC
→ -4%, -8%, 3%, 5%, 18%, 0%, -8%, -10%
- CCc1nnc(NC(=O)CSc2nc3c(c(=O)n2CC)SC(C)C3)s1 (configuration not stated)
→ -3%, 6%, 3%, 0%, 14%, 2%, -4%, 1%
- C#CCOCCOCCOCCNc1nc(N2CCN(C(=O)[C@H]([C@@H](C)CC)n3cc([C@@H](N)CO)nn3)CC2)nc(N2CCN(C(=O)[C@H](Cc3ccc(O)cc3)n3cc([C@@H](N)CC(C)C)nn3)CC2)n1
→ -9%, -7%[10 µM], 0%, 5%, ?, 2%, -2%, -1%
- Cn1nc(C(F)(F)F)c(/C=N/OCc2c(Cl)cccc2Cl)c1Cl
→ -2%, -2%, -1%, 0%, 35%[activator], -7%, -7%, -9%
- COc1ccccc1C(=O)/C=C/c1ccc(N2CCCCC2)c([N+](=O)[O-])c1
→ -7%, 11%[10 µM], -1%, -10%, ?, 4%, 4µM*, ?
- Cc1ccc(S(C)(=O)=O)cc1S(=O)(=O)Nc1cccc(Cl)c1
→ -7%, -4%[10 µM], -1%[53 µM], -5%[53 µM], 5%, 4%, 9%, 6%
- Cc1ccc(Nc2nc(-c3ccc(O)c(O)c3)cs2)nc1
→ -18%, -23%[10 µM], -5%, 7%, -7%, 14%, 10µM*, 14µM*[quencher]
- CC(C)CC(NC(=O)C(NC(=O)OC(C)(C)C)C(C)C)C(N)=O (configuration not stated)
→ i, -9%[10 µM], -1%[53 µM], 10%[53 µM], -3%, -3%, -4%, -10%
- COc1ccc(-c2nc3nc(C)c(Cc4ccccc4)c(=O)n3[nH]2)cc1
→ 2%, -74%[inhibitor][0.074 µM], -2%, -13%, /, 3%, 2%, 1%
- CCN(CC(=O)NC(C)C)Cc1nc2c(Br)cc(Br)cc2c(=O)[nH]1
→ i, 8%[10 µM], -3%, -7%, 2%, -2%, -15%, -18%
